Assay outcomes (PubChem BioAssay)
ssDAF-12 act – activates DAF-12 receptor from parasite S. stercoralis | HEK293 ssDAF-12/GRIP1 lit1-tk-luc reporter, luminescence; % of 3 µM dafachronic acid response | activation, % at 6.8 µM | 370,000 tested, 1% active;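 active = activation above the mean over all tested compounds plus 3 SD, cut at about 0.9% in these data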;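 note: 0% = DMSO-only wells and 100% = 3 µM delta7-dafachronic acid wells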
DAX1 inh-1 – DAX1 (NR0B1) inhibition, primary screen. AID 652010. inhibition, % at 6.8 µM. HEK293T StAR-luciferase reporter, SF-1/DAX-1 repression relief. 370,000 tested, 1.1% active;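 active = inhibition above the mean over all tested compounds plus 3 SD, cut at about 3.6% in these data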;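 note: 0% = DAX-1 cells with DMSO and 100% = cells lacking DAX-1 with DMSO; higher inhibition means more luminescence from relief of DAX-1 repression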
DAX1 inh-2 – inhibits human nuclear receptor DAX1; 340,000 tested, 0.99% active; P51843; HEK293 Gal4-DAX1 luciferase reporter, luminescence; inhibition, % at 6.75 µM; AID 504766;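 active = inhibition above the mean over all tested compounds plus 3 SD, cut at about 4.2% in these data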;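 note: 0% = DAX1-transfected cells with DMSO and 100% = empty-vector control cells with DMSO; inhibition shows as a rise in luminescence from relieved DAX1 repression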
hcDAF-12 act – activates DAF-12 receptor from parasite H. contortus; AID 652067; activation, % at 6.8 µM; HEK293 hcDAF-12 lit1-tk-luc reporter, luminescence; 0% DMSO, 100% Δ7-dafachronic acid; 370,000 tested, 1.4% active;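 active = activation above the mean of all tested compounds plus 3 SD, cut at about 5.5% in these data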;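 note: 100% = response to 3 µM Δ7-dafachronic acid high control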
PLCb3 inh – inhibitors of human phospholipase C beta3; Q01970; Purified PLC-beta3, fluorogenic substrate, fluorescence; inhibition, % at 12.2 µM; 370,000 tested, 0.18% active; AID 720704; in the data active = inhibition above about 11%;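 note: 0% = median of compound wells on plate and 100% = full blocker control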
Target sequence (Q01970 whole entry, looked up): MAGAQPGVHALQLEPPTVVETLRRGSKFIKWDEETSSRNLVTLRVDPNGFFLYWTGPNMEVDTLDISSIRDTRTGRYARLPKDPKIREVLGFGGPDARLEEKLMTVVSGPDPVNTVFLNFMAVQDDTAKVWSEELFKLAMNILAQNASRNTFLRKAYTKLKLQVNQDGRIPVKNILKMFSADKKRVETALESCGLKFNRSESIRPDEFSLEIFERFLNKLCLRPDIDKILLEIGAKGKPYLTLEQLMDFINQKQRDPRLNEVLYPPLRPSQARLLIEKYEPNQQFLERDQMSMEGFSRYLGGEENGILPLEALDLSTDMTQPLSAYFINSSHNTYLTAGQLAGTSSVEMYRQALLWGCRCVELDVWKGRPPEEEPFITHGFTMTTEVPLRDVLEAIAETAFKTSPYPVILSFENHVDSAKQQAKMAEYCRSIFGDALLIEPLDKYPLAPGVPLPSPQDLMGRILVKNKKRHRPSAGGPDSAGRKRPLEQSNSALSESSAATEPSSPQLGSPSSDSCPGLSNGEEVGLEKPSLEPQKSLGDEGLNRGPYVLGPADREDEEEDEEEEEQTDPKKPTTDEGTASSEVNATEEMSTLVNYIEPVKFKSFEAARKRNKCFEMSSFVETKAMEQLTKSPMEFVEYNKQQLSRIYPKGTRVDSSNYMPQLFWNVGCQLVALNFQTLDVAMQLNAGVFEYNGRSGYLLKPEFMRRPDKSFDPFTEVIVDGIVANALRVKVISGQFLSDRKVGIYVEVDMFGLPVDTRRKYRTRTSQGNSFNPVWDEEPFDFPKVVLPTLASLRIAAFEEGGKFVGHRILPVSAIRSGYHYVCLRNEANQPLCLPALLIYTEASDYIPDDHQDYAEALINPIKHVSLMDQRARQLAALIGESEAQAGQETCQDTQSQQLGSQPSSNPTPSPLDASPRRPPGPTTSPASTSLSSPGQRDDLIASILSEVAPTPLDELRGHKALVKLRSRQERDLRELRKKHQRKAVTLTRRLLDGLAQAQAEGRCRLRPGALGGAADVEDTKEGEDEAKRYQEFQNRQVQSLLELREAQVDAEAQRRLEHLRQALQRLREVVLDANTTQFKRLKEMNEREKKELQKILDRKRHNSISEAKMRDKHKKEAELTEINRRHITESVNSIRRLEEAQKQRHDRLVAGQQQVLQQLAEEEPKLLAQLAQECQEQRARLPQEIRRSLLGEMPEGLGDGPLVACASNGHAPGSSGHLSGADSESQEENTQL
NR1D1 modulator – Rev-erb alpha (human) modulation. P20393. Rev-erbα–FITC-DNA binding, fluorescence polarization, 90 min. activity, % at 10 µM. 370,000 tested, 0.79% active. AID 1259318;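 active = activity above about 14%, limit read from the data; passing the limit was not always enough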;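 note: 0% = DMSO wells with 35 nM protein and 100% = DMSO wells with 750 nM protein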
hgDAF-12 ag – activates the H. glycines DAF-12 receptor ligand-binding domain; HEK293 GAL4-hgDAF12 UAS-luciferase reporter, agonist luminescence; normalized to butyrate control; activation, % at 6.8 µM; AID 687014; 370,000 tested, 1.8% active;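 active = activation above a cutoff set at the mean of all screened compounds plus 3 SD, cut at about 10% in these data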;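 note: 0% = DMSO wells and 100% = sodium butyrate wells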
PG9 binder – small molecules binding HIV-1 gp120 antibody PG9. TR-FRET gp120-PG9 antibody binding. inhibition, % at 6.7 µM. 360,000 tested, 0.43% active; in the data active = inhibition above about 8.5%
SMARCA2 act – activators of SMARCA2 function. activation, % at 9.1 µM. 370,000 tested, 1% active. MG213 cells, MMTV-luciferase reporter, dexamethasone, overnight. AID 652017; in the data active = activation above about 7.8%;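 note: 0% = vehicle wells and 100% = reference activator wells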
FXN GAA850 act – activators of GAA850 frataxin (FXN) promoter. HEK293 lucGAA850 FXN promoter luciferase reporter, 24 h; percent of 10 µM SAHA response. activation, % at 6 µM. 360,000 tested, 0.56% active. AID 540364;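 active = activation above the average of all compounds screened plus 3 SD, cutoff fixed separately per campaign, cut at about 7.5% in these data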;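 note: 0% = DMSO wells and 100% = 10 µM SAHA wells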
HGIII-sPLA2 inh – Blocks human group III sPLA2 activity | AID 743126 | 370,000 tested, 0.56% active | QFRET BODIPY PC-A2 liposome hydrolysis, fluorescence | Q9NZ20 | inhibition, % at 12.2 µM;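 active = inhibition above mean plus 3 SD of compounds lying within the high and low control bounds, cut at about 19% in these data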;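 note: 0% = median of test compound wells and 100% = no enzyme DMSO wells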
Numbers without * were called inactive; . = no result given; & = joins results of further samples.

SMILES	ssDAF-12 act	DAX1 inh-1	DAX1 inh-2	hcDAF-12 act	PLCb3 inh	NR1D1 modulator	hgDAF-12 ag	PG9 binder	SMARCA2 act	FXN GAA850 act	HGIII-sPLA2 inh
COc1cccc(C2=NOC(C(=O)NCCN3CCOCC3)C2)c1 (configuration not stated)	-1.4	-0.4	0.6	-1.7	6	3	1.7	-0.5	-2	0.2	2
CCN(Cc1cccs1)C(=O)CN1CCN(S(=O)(=O)c2ccc3c(c2)OCCCO3)CC1	-1.0	-2.3	-1.3	-0.5	-5	2	-0.3	-0.7	-1	-1.0	0
O=C(/C=C/c1ccc(Cl)cc1Cl)Nc1cccc(S(=O)(=O)NC2=NCCC2)c1	-0.1	5.4*	-0.2	3.9	-9	1	18*	-1.3	1	6.2	-41
CCN(CC)S(=O)(=O)c1ccc(C)c(C(=O)Oc2cccc(-c3cnc4ccccc4n3)c2)c1	-1.1	-0.4	0.0	-0.6	1	3	-0.5	-1.6	-1	0.2	-1
Cc1cccc(-c2nnc(NC(=O)c3ccc(Cl)cc3)o2)c1	-0.8	0.6	0.6	-0.4	1	-2	0.1	0.7	-4	-0.7	2
CCOc1ccc(S(=O)(=O)NCCC(=O)N2CCN(C(C)=O)CC2)cc1	-0.6	-0.9	0.4	-1.5	0	-7	-3.5	1.9	1	2.3	-2
COc1ccc(NCc2nc3ccccc3n2C)cc1	2.4*	2.3	5.6*	10.0*	-10	-2	12*	-4.0	3	5.1	4
COc1cc(C(=O)NCCNc2nc3ccc(C)cc3cc2C#N)cc(OC)c1OC	-1.5	0.4	-0.8	-1.7	-49	-7	1.2	0.8	-3	2.5	12
O=C(C1=C[C@H](c2coc3ccccc3c2=O)C[C@H](OCCCCO)O1)N1CCN(Cc2ccc3c(c2)OCO3)CC1	-1.8	0.4	-1.3	-1.1	-2	-4	-1.1	0.5	-1	1.2	2
COc1cccc(NC(=O)C2CCCN2C(=O)NC2CCC(C)CC2)c1 (configuration not stated)	-1.5	0.4	.	-1.5	2	-5	5.8	.	-4	.	4
COc1ccc(CC2(CO)CCN(S(=O)(=O)c3sccc3C)CC2)cc1	-1.1	0.1	-1.9	-1.2	3	3	-1.8	0.6	-1	0.5	-10
O=C(O)C[C@]1(C(=O)Nc2ccc(F)cc2)CC(/C=C/c2ccccc2)=NO1	-1.2	0.3	0.2	-0.2	-1	-3	1.9	-2.2	-2	-0.8	5
CN(CCOc1ccccc1)CC(=O)Nc1ccc([N+](=O)[O-])cc1Cl	-1.3	-1.0	1.0	-1.7	0	-2	-0.7	-1.9	-3	2.9	2
CCN(CC)S(=O)(=O)c1ccc(NC(=O)CNC2CCCCC2)cc1	-0.8	-0.1	2.5	-0.6	0	-8	-0.1	1.2	-4	0.5	-4
Cc1nn(Cc2ccccc2)c(Cl)c1C(=O)OCC#N	-1.3	-0.1	-0.9	-2.2	1	2	-0.4	0.6	-3	2.1	0
O=C(CN1C(=O)C(=O)N(C2CCCC2)C1=O)Nc1cc(Cl)ccc1[N+](=O)[O-]	0.1	0.7	-0.1	3.8	-2	13	-0.3	-0.2	1	2.2	1
Cc1cccc(NC(=S)N2CCN(S(=O)(=O)c3ccc(F)cc3)CC2)c1	-0.8	2.2	0.0	0.4	-6	-4	0.6	0.0	-2	-0.1	7
Cc1[nH]c2ccc(Cl)cc2c(=O)c1CN1CCCC1	-1.2	0.9	-0.9	-0.9	-4	1	-0.2	-2.7	-2	1.3	-1
COc1cc2c(NCCCCCO)ncnc2c(OC)c1OC	0.3	0.5	-0.2	-1.4	-12	0	-2.1	-1.2	-1	-1.0	1
CS(=O)(=O)c1cccc(-c2nnc(NC(=O)c3ccc4ncsc4c3)o2)c1	-0.3	0.1	-0.1	0.2	-2	-1	-0.3	-1.8	1	0.8	3
O=C1NC(C(F)(F)F)(C(F)(F)F)N=C2SC=CN12	-0.7	-0.3	1.5	0.3	-5	-3	0.6	-0.5	2	-0.8	-6
CCOC(=O)C1CCN(C(=O)c2ccc(N(C)S(C)(=O)=O)cc2)CC1	-0.7	0.4	-0.4	0.8	3	-4	-2.9	0.1	0	0.0	1
O=C(CCCc1ccccc1)NCCS(=O)(=O)N1CCN(c2ccccc2)CC1	-0.9	-1.1	0.3	-2.1	-5	-8	-0.8	-1.1	-4	-2.4	-3
CCCCN1C(=O)C(=O)N(CC(=O)Nc2ccc(OC(F)(F)F)cc2)C1=O	-0.7	-1.3	0.8	1.0	0	-6	0.2	0.6	1	1.0	-5
CN(C(=O)C1CCN(S(=O)(=O)c2cccs2)CC1)C1CCCCC1	-1.1	0.4	-0.2	-1.1	-1	-6	-0.6	-1.2	-2	4.5	-7
CCn1c(CSc2nc3ccccc3[nH]2)nc2cc(C(=O)O)ccc21	0.1	-0.2	0.3	2.2	-146	-2	3.4	0.9	-2	0.6	0
CN1CCN(C(=O)c2cc3sccc3n2CC(=O)c2ccccc2)CC1	-1.3	-0.3	0.1	0.5	-1	0	1.2	-0.3	1	-2.9	0
O=C(c1cc(Br)c(Br)s1)N1CCN(c2ccccn2)CC1	-1.0	-1.1	0.0	1.3	-7	-1	2.8	-1.1	-2	-0.9	1
COc1ccc(NC(=O)Cc2ccc(Cl)cc2Cl)cn1	-1.3	0.4	-0.4	-1.9	-6	-9	-0.3	-0.5	-3	1.1	-5
CC(C(=O)O)n1nc2ccccc2n1 (configuration not stated)	-1.1	0.0	0.0	-0.5	3	1	2.2	3.4	-1	-1.3	14
CC(C)Cc1[nH]c(=O)c(C#N)c2c1COC(C)(C)C2	-0.5	0.5	0.2	-0.6	-14	-1	-1.0	0.9	-4	2.1	8
O=C(CN1CCN(c2ccccc2F)CC1)NC(=O)NCc1ccco1	-1.2	-0.2	0.9	-0.9	-7	-3	2.7	-1.0	1	2.6	-2
Nc1nc(SCC(=O)N2N=C3/C(=C/c4ccco4)CCCC3C2c2ccco2)n[nH]1 (configuration not stated)	-1.0	-0.7	1.1	-0.9	-30	-7	-1.7	-0.4	0	1.3	-14
CCOC(=O)N1CCN(C(=O)COC(=O)c2cccc(C)c2[N+](=O)[O-])CC1	-1.7	-0.7	0.0	0.9	-5	1	1.7	-0.6	-3	1.3	13
Cc1cc(C(=O)COC(=O)c2ccc(O)cc2O)c(C)n1C(C)C	-0.1	7.3*	1.5	3.9	-2	-6	12*	-1.1	6	5.4	-20
COc1ccc(CN2C[C@@H](CO)O[C@@H](n3cnc4c(N(C)C)ncnc43)C2)cc1	-1.9	0.4	.	1.0	1	2	5.0	-0.4	-1	1.0	2

Among those listed so far, these contain a COOH group:
SMILES	ssDAF-12 act	DAX1 inh-1	DAX1 inh-2	hcDAF-12 act	PLCb3 inh	NR1D1 modulator	hgDAF-12 ag	PG9 binder	SMARCA2 act	FXN GAA850 act	HGIII-sPLA2 inh
O=C(O)C[C@]1(C(=O)Nc2ccc(F)cc2)CC(/C=C/c2ccccc2)=NO1	-1.2	0.3	0.2	-0.2	-1	-3	1.9	-2.2	-2	-0.8	5
CCn1c(CSc2nc3ccccc3[nH]2)nc2cc(C(=O)O)ccc21	0.1	-0.2	0.3	2.2	-146	-2	3.4	0.9	-2	0.6	0
CC(C(=O)O)n1nc2ccccc2n1 (configuration not stated)	-1.1	0.0	0.0	-0.5	3	1	2.2	3.4	-1	-1.3	14

New compounds follow.
SMILES	ssDAF-12 act	DAX1 inh-1	DAX1 inh-2	hcDAF-12 act	PLCb3 inh	NR1D1 modulator	hgDAF-12 ag	PG9 binder	SMARCA2 act	FXN GAA850 act	HGIII-sPLA2 inh
Cc1ccc(-c2csc(NC(=O)C3CSC4(C)CCC(=O)N34)n2)cc1 (configuration not stated)	-1.1	0.5	0.9	-0.1	-11	-5	-1.5	0.1	1	-1.1	3
CCOC(=O)CSc1nnc(-c2ccccc2)o1	-0.9	-0.8	-0.5	0.8	0	1	-0.8	-0.7	0	-0.4	1
CCN(C(C)=O)c1nnc(CSc2nc3ccccc3s2)s1	-0.2	-0.1	1.5	-0.1	2	1	2.9	1.7	3	2.5	6
Cn1nc(C(=O)NCc2ccccc2)c2c1-c1ccccc1S(=O)(=O)C2	-0.6	-0.2	-0.4	-0.4	-4	1	-0.9	-1.6	2	2.0	4
CCOc1ccc(C(=O)Nc2ccccc2NC(C)=O)cc1OCC	-1.1	-0.5	-0.2	0.3	1	-1	-1.8	-2.0	-2	2.1	4
COc1ccc(OC)c(/C=C2\S/C(=N/NC(=O)c3ccc4ccccc4c3)NC2=O)c1	-1.0	0.1	1.2	0.1	-52	3	-2.7	-1.2	0	1.4	-6
CC(C)C(NC(=O)c1ccccc1Br)c1ccccc1 (configuration not stated)	-2.1	-1.8	0.0	-3.0	-4	-2	1.1	0.8	4	-0.8	-2
Cc1ccc(C)c(OCCn2cc(/C=C(/C#N)C(=O)NCC3CCCO3)c3ccccc32)c1 (configuration not stated)	-2.2	-0.4	-1.3	-4.1	-7	3	-2.3	-1.4	-2	4.5	-11
O=C(CN(Cc1ccco1)S(=O)(=O)c1ccccc1)N/N=C/c1cccc(O)c1	-1.5	-0.6	2.9	-0.1	1	4	0.8	0.6	1	1.1	-17
O=C(O)c1cc(-c2ccccc2)nc2ccccc12	-0.4	0.2	0.7	-0.7	1	0&-5	3.5	-0.9	-4	0.0	2

Four entries from above, field by field.
CCOC(=O)CSc1nnc(-c2ccccc2)o1
  ssDAF-12 act: -0.9
  DAX1 inh-1: -0.8
  DAX1 inh-2: -0.5
  hcDAF-12 act: 0.8
  PLCb3 inh: 0
  NR1D1 modulator: 1
  hgDAF-12 ag: -0.8
  PG9 binder: -0.7
  SMARCA2 act: 0
  FXN GAA850 act: -0.4
  HGIII-sPLA2 inh: 1
CCN(C(C)=O)c1nnc(CSc2nc3ccccc3s2)s1
  ssDAF-12 act: -0.2
  DAX1 inh-1: -0.1
  DAX1 inh-2: 1.5
  hcDAF-12 act: -0.1
  PLCb3 inh: 2
  NR1D1 modulator: 1
  hgDAF-12 ag: 2.9
  PG9 binder: 1.7
  SMARCA2 act: 3
  FXN GAA850 act: 2.5
  HGIII-sPLA2 inh: 6
Cn1nc(C(=O)NCc2ccccc2)c2c1-c1ccccc1S(=O)(=O)C2
  ssDAF-12 act: -0.6
  DAX1 inh-1: -0.2
  DAX1 inh-2: -0.4
  hcDAF-12 act: -0.4
  PLCb3 inh: -4
  NR1D1 modulator: 1
  hgDAF-12 ag: -0.9
  PG9 binder: -1.6
  SMARCA2 act: 2
  FXN GAA850 act: 2.0
  HGIII-sPLA2 inh: 4
CCOc1ccc(C(=O)Nc2ccccc2NC(C)=O)cc1OCC
  ssDAF-12 act: -1.1
  DAX1 inh-1: -0.5
  DAX1 inh-2: -0.2
  hcDAF-12 act: 0.3
  PLCb3 inh: 1
  NR1D1 modulator: -1
  hgDAF-12 ag: -1.8
  PG9 binder: -2.0
  SMARCA2 act: -2
  FXN GAA850 act: 2.1
  HGIII-sPLA2 inh: 4
